# Screening results as filed in PubChem.
# PV pol inh: inhibitors of poliovirus RNA polymerase binding and polymerization. % elongation, % (compound at 16.7 µg/mL). poliovirus polymerase elongation, fluorescence polarization; active compounds read low. 150,000 tested, 0.66% active; in the data active means % elongation below about 90%; further: some results filed as inactive read as strong as hits
# Target sequence (P03300 1749-2209 limits assumed): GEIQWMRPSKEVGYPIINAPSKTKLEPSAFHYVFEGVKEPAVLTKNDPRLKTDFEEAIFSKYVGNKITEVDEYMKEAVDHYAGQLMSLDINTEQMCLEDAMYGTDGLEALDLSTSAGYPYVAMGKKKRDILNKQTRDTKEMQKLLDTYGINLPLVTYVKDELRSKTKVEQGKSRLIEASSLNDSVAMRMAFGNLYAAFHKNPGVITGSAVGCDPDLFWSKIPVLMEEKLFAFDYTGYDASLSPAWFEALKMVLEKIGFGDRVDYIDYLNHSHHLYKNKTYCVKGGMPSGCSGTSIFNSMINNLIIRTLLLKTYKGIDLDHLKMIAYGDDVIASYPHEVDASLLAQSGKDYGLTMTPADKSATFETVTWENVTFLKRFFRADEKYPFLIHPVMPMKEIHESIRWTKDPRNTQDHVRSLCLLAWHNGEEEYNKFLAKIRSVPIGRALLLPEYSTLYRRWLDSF
# PV pol inh FP z-score: further read-out of PV pol inh, marked with its call; z-score; measured here: FP z-score; hits read low
# The depositor's hits bear a star; & = joins results of further samples. This is a subset (hit frequency here may not be typical).
SMILES,PV pol inh,PV pol inh FP z-score
O=C(CC1=NS(=O)(=O)c2ccccc2N1)N1CCN(c2ccccc2)CC1,102,0
CN1C(=O)C(S(=O)(=O)c2ccccc2)C2CC1(C)Oc1ccccc12 (centres undefined),100,-0.9
CN1CCN(Cc2ccc[nH]2)CC1,101,-0.3
CCNC(=S)N1CCn2cccc2C1c1cccs1 (centres undefined),101,0.3
CCS(=O)(=O)N1CCc2cc(C(=O)COC(=O)c3ccc(-n4cnnn4)cc3)ccc21,100,-0.4
CCC1CN(C(=O)N2CCC(C(=O)NCCN(CC)CC)CC2)c2cc(C)ccc2O1 (centres undefined),107,0
CC(=O)OC1c2ccccc2NC(c2ccccc2)C1(C)C (centres undefined),102,-0.1
Cn1cc(S(=O)(=O)Cc2ccc(Br)cc2)c2ccccc21,102,0.3
O=C(Nc1ccccc1NS(=O)(=O)c1ccc(F)cc1)C1CCC1,102,0.3
COc1ccc(Cn2ccn(CC(N)=O)c(=O)c2=O)cc1,102,0.4
COC(=O)CN(Cc1ccccc1)S(=O)(=O)c1ccc2c(c1)OCCO2,103,0.7
Cn1c(Cc2nc(-c3cnccn3)no2)nnc1SCc1ccccc1,104,0.8
Cc1c(C(=O)n2cnc3ccccc32)oc2ccccc12,101,-0.2
CCOC(=O)c1cc(/C(C)=N/NS(=O)(=O)c2cc(C(F)(F)F)cc(C(F)(F)F)c2)on1,97,-1
CCOC(=O)COc1ccc2c(c1)[nH]c1ccccc12,100,-0.4
C#CC(OC(=O)c1ccccc1C(=O)O)c1ccccc1 (centres undefined),101,0.6
CCc1ccc(CNC(=O)C(CC)n2nc(C)c3c(C)n(-c4ccccc4)nc3c2=O)cc1 (centres undefined),115,1.5
CCOc1ccc(N=Cc2c[nH]c3ccc(Br)cc23)cc1,99,-1.2
O=c1c2oc3ccccc3c2n(Cc2ccccc2)c(=O)n1Cc1ccco1,115,1.8
CC(C)Cn1c(-c2ccc(S(=O)(=O)N3CCOCC3)cc2)csc1=Nc1cc(Cl)ccc1Cl,108,0.7
O=C(CSc1nc2c([nH]c3ccccc32)c(=O)n1-c1ccc(F)cc1)N1CCCc2ccccc21,108,0.2
Cc1cccc(N(C)Cc2nnc(-c3ccc4c(c3)OCO4)o2)c1,97,-0.4
NC(=O)CSc1nc2ccccc2c(=O)n1-c1cccc(Cl)c1,133,4.1
COc1ccc(OC)c(NC(=O)COC(=O)c2ccc(S(=O)(=O)N3CCOCC3)cc2)c1,101,-0.2
COc1ccccc1-n1c(/C=C/c2c(C)n(C)c3ccccc23)nc2ccccc2c1=O,109,0.8
# The list goes on:
SMILES,PV pol inh,PV pol inh FP z-score
O=C1C2C3C=CC(C3)C2C(=O)N1C1CC2CCC1C2 (centres undefined),102,0.1
O=C(COCc1cc(-c2cccs2)on1)N1CCN(c2cccc(Cl)c2)CC1,102,-1.2
CC(=O)N1N=C(N)SC12CCCC2,103,0.2
C=CCNC(=O)Cc1csc(-c2ccccc2)n1,103,0.3
Nc1nc2cc(S(=O)(=O)NC3=NCCCCC3)ccc2s1,101,0
C[n+]1ccc(/C=C/c2ccccc2O)c2ccccc21,105,0.7
O=C(O)CC1(CC(=O)Nc2cccc3cnccc23)CCCC1,98,-1.6
CCOC(=O)c1sc(N2CCCCC2)c2c1CC(C)(C)CC2=O,110,1.4
COCCCNC(=O)C1CCN(Cc2nc(-c3ccc(OC)c(OC)c3)oc2C)CC1,107,0.2
Cc1nn(Cc2ccc(Cl)cc2)c(C)c1NC(=O)c1noc2c1CCc1ccccc1-2,102,-0.1
O=C(CCCSc1nnc(-c2ccccc2)o1)c1ccc(Br)cc1,105,0.4
CCOc1ccc(CN(C)C(=O)CNC(C)c2ccccc2OC)cc1 (centres undefined),93,-1.4
CNc1c(NC(C)=O)c(=O)oc2ccccc12,103,0
Cc1cc(C(=O)COC(=O)c2cnccn2)c(C)n1-c1ccc2c(c1)OCO2,106,0.4
COc1ccccc1NC(=O)NC1CC2CCCC(C1)N2C1CC1 (centres undefined),105,1
O=S(=O)(/C=C/c1ccccc1)N1CCN(Cc2nnc(-c3ccccc3)o2)CC1,108,0.6
O=C1CCCCC1Nc1ccccc1 (centres undefined),99,-0.5
Cc1ccc(OCCSc2nnc(-c3cccs3)o2)cc1Cl,106,-0.1
CC(=O)Nc1ccc2ccccc2c1,98,-0.6
O=C(CCS(=O)(=O)c1cc(Br)cc2c1N(C(=O)C1CC1)CC2)Nc1ccc(Br)cc1F,102,-0.8
O=C(COc1ccccc1Cl)NCC1(N2CCOCC2)CCCCC1,103,-1
O=C(CCn1c(=O)oc2ccccc21)N1CCCCCC1,103,0.4
CCOC(=O)C1=C(CC)Nc2ccccc2N=C1NC(=O)c1cc(OC)cc(OC)c1,104,0.4
COc1cc(OC)c(NC2(c3ccccc3)C(=O)c3ccccc3C2=O)cc1Cl,108,0.3
O=C(NC1CCCC1)c1cc(-c2ccccc2)on1,101,-0.2
# Next structures follow:
SMILES,PV pol inh,PV pol inh FP z-score
Fc1ccc(-c2noc(-c3ccc4c(c3)CCO4)n2)cc1,102,0.3
CCC1(C)Cc2sc3c(=O)[nH]c(=S)[nH]c3c2CO1 (centres undefined),99,-0.9
O=C(O)COc1ccc2c(c1)CCCC2,100,-0.4
CCc1nnc(NC(=O)/C=C/c2ccc(S(=O)(=O)N3CCCCCC3)cc2)s1,102,-0.2
Nc1nonc1-n1cc(CN2CCCCC2)nn1,99,0.1
Cc1cn2c(=O)c(S(=O)(=O)NCCc3ccccc3)c(C)nc2s1,108,0.3
CCOC(=O)C(C#N)=c1sc(=C(C#N)C(=O)OCC)s1,88*,-3.4*
Cc1cc(C)c2c(-n3cccc3)nn(CCCC(=O)Nc3ccc(F)cc3C)c2n1,103,1.2
CCOC(=O)CN1NC(CC)(c2ccccc2)NC1=S (centres undefined),106,0.4
COC(=O)c1ccc(NC(=O)CCCCl)cc1,102,0.2
N#CSc1ccc2c(c1)CCCN2C(=O)Nc1ccccc1,97,-0.3
CCOC(=O)c1cnc2ccc(C(=O)OC)cc2c1Nc1ccc(N2CCOCC2)cc1,104,-0.3
Cc1ccc(NC=C2C(=O)OC(C)(C)OC2=O)cc1,103,0
O=C(O)CCSc1nnc2sc3ccccc3n12,102,0
O=C1/C(=N\O)CC2(C/C1=N/O)OCCO2,100,0.2
CCOC(=O)c1c(NC(=O)CSc2cn(CCNC(=O)c3ccc(OCC)cc3)c3ccccc23)sc2c1CCCC2,104,-0.2
COc1ccc(CNC(=O)COc2ncnc3c2cnn3-c2ccccc2)cc1,111,1.1
CN(C(=O)CSc1ccc2c(c1)OCCO2)C1CCS(=O)(=O)C1 (centres undefined),101,-0.1
NC(=S)Nc1ccc(C(=O)O)cc1,81*,-2.2*
Cc1cc(-c2ccccc2)nc2c1c(=O)[nH]c(=O)n2CC(C)C,107,0.6
CCN(CC)CCCNC(=O)c1ccc(Cn2c(=O)[nH]c3cc(OC)c(OC)cc3c2=O)cc1,106,0.2
Cc1cccc2c1-c1sc(C(=O)Nc3ccc(S(N)(=O)=O)cc3)cc1CO2,101,-0.5
Cc1cc2nc(CSc3ccccc3NC(=O)CC(C)C)cc(=O)n2o1,101,0
COc1ccc2nc(C)cc(-n3nc(C)cc3C)c2c1,104,0.2
COC(=O)c1ccc(C2CC(=O)Nc3c2c(C)nn3-c2nc(C)cc(C)n2)cc1 (centres undefined),95,-2.6
# Later entries
SMILES,PV pol inh,PV pol inh FP z-score
Cc1ccc(NC(=O)CN(C)Cc2nnc(-c3cc4c(s3)CCCC4)o2)cc1,103,0.1
O=C(Nc1cccc(NC(=O)c2ccc(Br)o2)c1)c1ccccc1,110,0.6
CC(=O)Oc1ccc(C(=O)c2ccccc2)c(OC(C)=O)c1,100,-0.2
O=C1NC(=O)C(C(CC(=O)c2ccccc2)c2ccccc2)C(=O)N1 (centres undefined),101,-0.2
Cc1cc(C)n2nc(NCc3ccccc3Cl)nc2n1,119,0.3
Cc1oc2c(c1C(=O)NCCO)CCCC2,103,0.3
Cc1cc(NC(=O)Cn2c(=O)/c(=C\c3cccs3)s/c2=C\C(=O)C(C)(C)C)no1,130,3
CC(C)N(CCC#N)C(=O)Nc1ccccc1Cl,102,0
Cc1cc(-c2ccccc2)nc2cc(C(=O)N(C)C3CCCCC3)nn12,103,-0.1
Cc1ccc2c(CSc3nc(N)cc(N)n3)cc(=O)oc2c1C,107,0.7
CC(C)CNC(=O)c1cccc(Cl)c1,102,0.2
CC(C)c1ccc(NCC(O)CSc2ccccc2)cc1 (centres undefined),108,0.4
Cc1csc(NC(=O)C2CCC(CNS(=O)(=O)c3cccc4nsnc34)CC2)n1 (centres undefined),99,-0.8
O=c1c2ccccc2c(-c2nnc(SCC3CCCCO3)o2)nn1Cc1ccccc1 (centres undefined),102,-0.2
Cc1ccc(NC(=S)N(CCCN2CCOCC2)C(C)c2cc3ccccc3o2)cc1C (centres undefined),100,-0.3
Cc1ccc(C)c(OCC(=O)N/N=C\c2cccn2C)c1,98,-1.2
CCc1ccc2nc(N(Cc3cccnc3)C(=O)c3cccs3)sc2c1,104,-0.6
Cc1cc(Cl)cc2sc(NC(=O)C3CC3)nc12,101,-0.3
Cc1nc(N)c(S(=O)(=O)c2ccccc2)c(Nc2ccc(Br)cc2)n1,107,0.6
CCN1CCN(c2oc(-c3ccc(COc4ccccc4C)o3)nc2C#N)CC1,103,0
CCOC(=O)c1csc(-c2ccccc2F)n1,104,1
O=C(NCC(=O)N1CCN(C(=O)c2ccccc2)CC1)c1ccccc1,103,0.2
N#Cc1nc(-c2ccccc2)oc1NCC1CCCO1 (centres undefined),104,0.1
CCCN1C(=O)/C(=N\OCC(=O)Nc2ccc(S(=O)(=O)N3CCOCC3)cc2)c2ccccc21,105,0.2
CCCn1nc(C(=O)Nc2nnc(C3CC3)s2)c2ccccc2c1=O,102,-0.1
# The listing continues:
SMILES,PV pol inh,PV pol inh FP z-score
CC1=C(/C=C/C(C)=C/C=C/C(C)=C\C(=O)O)C(C)(C)CCC1,101&100&100&99,0&0&0&-0.2
Cc1nonc1-c1cn2cc(Br)cc(Br)c2n1,99,-0.2
CC(=O)C1=C(c2ccc(Cl)cc2)N(C(C)=O)n2c(nnc2C2CCCCC2)S1,100,-1
COc1ccc(-c2nc(SC)n(C(=O)c3ccccc3OC)n2)cc1,103,0.7
Cc1ccc2[nH]c(CCN(C)C)c(CC#N)c2c1,101,-0.2
Cc1ccc(-c2nnc(SCc3c(C)cc(C)cc3C)o2)cc1,104,0.8
COc1ccccc1S(=O)(=O)Cc1ccc(C(=O)NC(C)c2ccc3c(c2)OCCO3)o1 (centres undefined),99,-1
N#Cc1ccc(C(=O)OCC(=O)NC2CC2)cc1,100,-0.1
CC1CCN(C(=O)Cn2cc(C#N)c3ccccc32)CC1,103,-0.1
O=C1CC(c2ccccc2)Cc2nc(NC3CC3)ncc21 (centres undefined),105,0.9
O=C(c1cc2ccccc2c(=O)o1)N1CCN(C(c2ccccc2)c2ccccc2)CC1,101,-0.3
CCCCN(C(=O)c1cccs1)C1CCS(=O)(=O)C1 (centres undefined),105,1
CC(C)(C)C(=O)N1CCN(Cc2ccccc2)CC1,98,-0.5
Cc1cccc(NC(=O)CSc2nc3c(c(-c4ccco4)c2C#N)CCCC3)c1C,105,0.6
Cc1ccc(C)c(NC(=O)N2CCN(C)c3ncccc32)c1,105,0.2
Cc1ccc(C)n1-c1ccc(OC(F)F)cc1,125,1.6
COc1ccccc1CC(=O)Nc1c[nH]c(=O)[nH]c1=O,99,-1
CSC1=NC2(CCN(C(=O)OC(C)(C)C)CC2)N=C1c1ccccc1,103,0.3
Cc1ccc(C)c(Cn2c3ccccc3c3cnn(CC(=O)NCCN4CCN(C)CC4)c(=O)c32)c1,103,0.3
CC1CCCC(C)N1C(=O)C1CCCCC1C(=O)O (centres undefined),101,0.5
Cc1cc(C)c(/C=C/c2onc(C)c2S(=O)(=O)N2CCC(C(=O)N3CCN(c4ccc(Cl)cc4)CC3)CC2)c(C)c1,108,0.3
CCOC(=O)[C@H](CCc1ccccc1)N[C@@H](C)C(=O)N1CCC[C@H]1C(=O)O,98,-0.3
Cc1nn(Cc2ccccc2Cl)c(C)c1NC(=O)c1noc2c1CC(C(C)(C)C)CC2 (centres undefined),99,-0.4
Cc1ccc2oc(-c3ccc(C)c(NC(=O)/C=C/c4ccco4)c3)nc2c1,108,0.9
O=C(CC1(c2ccc(Cl)cc2)C(=O)c2ccccc2C1=O)N1CCOCC1,104,0.5
CC(=O)N1CCN(C2=NC(=O)C(=C3CCCCC3)S2)CC1,103,0.6
Cc1cc(=O)n(CC(=O)Nc2cc(Cl)ccc2C)c(C(C)C)n1,102,0.1
CC1(C)OC2C(CO)OC(n3cnc4c(=O)[nH]cnc43)C2O1 (centres undefined),103&107,-0.1&0.6

# Molecules listed so far with an aryl thioether with sulfur outside any ring, in the order listed:
SMILES,PV pol inh,PV pol inh FP z-score
Cn1c(Cc2nc(-c3cnccn3)no2)nnc1SCc1ccccc1,104,0.8
O=C(CSc1nc2c([nH]c3ccccc32)c(=O)n1-c1ccc(F)cc1)N1CCCc2ccccc21,108,0.2
NC(=O)CSc1nc2ccccc2c(=O)n1-c1cccc(Cl)c1,133,4.1
O=C(CCCSc1nnc(-c2ccccc2)o1)c1ccc(Br)cc1,105,0.4
Cc1ccc(OCCSc2nnc(-c3cccs3)o2)cc1Cl,106,-0.1
O=C(O)CCSc1nnc2sc3ccccc3n12,102,0
CCOC(=O)c1c(NC(=O)CSc2cn(CCNC(=O)c3ccc(OCC)cc3)c3ccccc23)sc2c1CCCC2,104,-0.2
CN(C(=O)CSc1ccc2c(c1)OCCO2)C1CCS(=O)(=O)C1 (centres undefined),101,-0.1
Cc1cc2nc(CSc3ccccc3NC(=O)CC(C)C)cc(=O)n2o1,101,0
Cc1ccc2c(CSc3nc(N)cc(N)n3)cc(=O)oc2c1C,107,0.7
CC(C)c1ccc(NCC(O)CSc2ccccc2)cc1 (centres undefined),108,0.4
O=c1c2ccccc2c(-c2nnc(SCC3CCCCO3)o2)nn1Cc1ccccc1 (centres undefined),102,-0.2
COc1ccc(-c2nc(SC)n(C(=O)c3ccccc3OC)n2)cc1,103,0.7
Cc1ccc(-c2nnc(SCc3c(C)cc(C)cc3C)o2)cc1,104,0.8
Cc1cccc(NC(=O)CSc2nc3c(c(-c4ccco4)c2C#N)CCCC3)c1C,105,0.6
